Screening data as filed in PubChem BioAssay.
SSB-PriA inh: inhibitors of Klebsiella pneumoniae PriA binding to SSB C-terminal tail, primary screen, biochemical, AlphaScreen. actives 0.6% (n = 430,000). AlphaScreen SSBct-PriA binding, biotinylated peptide. inhibition, % at 33 µM. PriA–SSB C-terminal tail interaction (Klebsiella pneumoniae). AID 1272365, 2023; in the data active = inhibition mostly above about 37%, no sharp cut-off; inactive = mostly below about 20%;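 note: plate controls were negative control peptide for no effect and reference peptide for full effect; strong numbers were not always called active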
The depositor's hits bear a star; & = joins results of further samples. This is a subset; count on the stated rates, not on these rows.

SMILES | SSB-PriA inh
O=C(Cc1cccs1)NCCCn1nc(-c2ccc(F)cc2)ccc1=O | -12&6
CC(=O)C(Sc1nnc(NC(=O)Nc2ccccc2)s1)C(C)=O | 7
CC(=O)c1cccc(NC(=O)CCc2csc(NC(=O)c3ccc[nH]c3=O)n2)c1 | -11
Cc1occc1-c1nnc2sc(-c3ccc(-c4cccc(Cl)c4)o3)nn12 | -5
CCCOc1ccc(CCC(=O)N2CCC(n3ccnn3)CC2)cc1 | -14
Cc1ccc(C=Nn2c(-c3ccc(Cl)cc3)n[nH]c2=S)s1 | 1
COc1ccc(CNC(=O)N[C@@H](C)Cc2ccoc2)cc1 | -2
COCc1cc(C)nc(OCC(=O)NN=Cc2ccc(O)cc2)c1C#N | 2
Cc1ccc(-c2nc(CSc3n[nH]c(=O)c4cc(-c5ccc(F)cc5)nn34)c(C)o2)cc1 | -24
CS(=O)(=O)c1ccc(CC(=O)Nc2ccc3sccc3c2)cc1 | -8
COc1ccc(S(=O)(=O)N2CCN(c3nc4c(OC)ccc(Cl)c4s3)CC2)cc1 | 10
Cc1cccc(OCC(=O)NCC(=O)NN=Cc2ccc(N(C)C)cc2)c1 | -9
O=C(CCCSc1ccc(NC(=O)C2CC2)nn1)Nc1nccs1 | -4
NNC(=O)c1ccc2nc(N)sc2c1 | 51
O=C(NN=Cc1c(F)cccc1Cl)C1CC1 | -10
Cc1nc(C)c(C(=O)NCC#CCOc2cccc(C(F)(F)F)c2)s1 | -9
Cc1noc(-c2sccc2NC(=O)CSCc2ccccc2)n1 | -5
COC(=O)NN=C(C)c1ccc(OC(F)F)cc1 | -2
CC(=O)Nc1cccc(NC(=O)Cc2cn(Cc3ccccc3)c3ccccc23)c1 | -5
COc1ccc(-c2c(C)nn3c(N[C@@H](C)c4ccccc4)cc(C)nc23)cc1OC | 12
O=C(NN=C1C2CN3CCN(C2)CC1(c1ccccc1)C3)Nc1ccccc1 | 1
NC(=O)C1CCN(c2ncnc(N)c2[N+](=O)[O-])CC1 | -3
O=C(Nc1cccs1)N(CCc1cccs1)C1CCOCC1 | -1
Cc1cc(C(=O)Nc2c3c(nn2C)CCC3)on1 | 5
O=S(=O)(N=C(Nc1ccccc1)c1ccccc1O)c1ccccc1 | -8
COc1ccccc1C1c2sc(=O)n(Cc3ccccc3)c2SCC1C(=O)Nc1ccccc1 (configuration not stated) | -5
COc1cc(C=NNc2nc(Nc3ccccc3)nc(-n3nc(C)cc3C)n2)cc(OC)c1OC | 10
Cc1ccc(-c2ccc(=O)n(CCCNC(=O)COc3ccccc3Cl)n2)cc1 | -8
O=C(CS(=O)(=O)c1cn(CC(=O)N2CCOCC2)c2ccccc12)Nc1cc(C(F)(F)F)ccc1Cl | -12
COc1ccccc1-n1c(=S)ssc1=NC(=Nc1ccccc1)c1ccccc1 | 13
Cc1c(C(=O)Nc2ccccc2-c2ccc(=O)[nH]n2)sc2nc(-c3ccc(F)cc3)cn12 | -30
CC(=O)Nc1ccc(CC(=O)NCC2CCCN(c3nccs3)C2)cc1 (configuration not stated) | 2
COc1cc(NC(=O)c2ccc(Cl)cc2Cl)c2ncccc2c1 | 0
Cc1ccc(Cl)cc1S(=O)(=O)Nc1ccc2c(c1)CC(=O)N2 | -7
COC(=O)c1sccc1S(=O)(=O)N1CCC(CSCc2ccco2)CC1 | -3
CC(C)OCCCNc1nc2c(-c3ccc(Cl)cc3)nnn2c2ccccc12 | -4
O=C(NCC1CCN(C(=O)c2ccoc2)CC1)C(=O)Nc1cc2c3c(c1)CCC(=O)N3CCC2 | -2
CSc1cccc2sc(Nc3nc4ccc5sc(C)nc5c4s3)nc12 | -6&0
Cc1ccc(C(O)=C2C(=O)C(=O)N(c3ccccn3)C2c2ccc(F)cc2)cc1 (configuration not stated) | -11
O=C(c1cc(C2CC2)on1)N1CCOC(c2cc(Cl)cc(Cl)c2)C1 (configuration not stated) | -7
CCCC(=O)Nc1cc(-c2cn3nc(OC)ccc3n2)ccc1F | -8
Cc1ccc(-c2nn3c(=S)[nH]nc3c3ccccc23)cc1 | -3
CC(C)C(=O)Nc1ccc(C(=O)NCCNC(=O)c2ccc(Cl)cc2Cl)cc1 | -12
Cn1nc(C2CCN(C(=O)Nc3ccccc3Cl)CC2)n(C2CC2)c1=O | -5
O=S(=O)(c1ccc2c(c1)OCCO2)N1CC[C@H](n2ccnn2)C1 | -11
CC(C)(c1ccc(O)cc1)c1ccc(Cl)cc1 | -41
O=C(Cn1nc2ccc(Sc3cccc(F)c3)nn2c1=O)NCc1ccc(C(F)(F)F)cc1 | -7
CN(C)c1ncc(Br)c2ncccc12 | -11
O=C(Nc1ccc2cc(Br)ccc2c1)c1cnc2n(c1=O)CCS2 | -11
Cc1ccc(CNC(=O)CN2N=NC3C(=O)N(c4ccc5c(c4)OCCO5)C(=O)C32)cc1 (configuration not stated) | -4&4
COc1ccc(CCC(=O)OCc2cc(-c3cccs3)on2)cc1 | -76&-45
COc1ccc(-c2noc(CN3CCCC(NC(=O)Nc4cccc(C)c4)C3)n2)cc1F (configuration not stated) | 8
CC1=NN(c2ccccc2)C(=O)C1=Cc1c(O)n(-c2ccc(F)c(Cl)c2)[nH]c1=O | 18
O=C(NCc1ccco1)C1(c2cccs2)CCCC1 | -10
NC(=NOC(=O)c1cccnc1)c1ccc(Cl)cc1Cl | -6
O=S(=O)(Nc1cnc(N2CCOCC2)nc1)c1ccc(C(F)(F)F)cc1 | -11
O=C(Cn1c([C@H]2CC(=O)N(CCc3ccccc3)C2)nc2ccccc21)N1CCCCC1 | -10
O=S(=O)(NCc1cnn2c1CCCC2)c1cccs1 | -3
COC(=O)c1ccccc1C(=O)N(CCCN(C)C)c1nc2c(OC)ccc(C)c2s1 | -7
CC(=O)c1ccc(OC(=O)c2ccco2)cc1 | -7

Next structures:
SMILES | SSB-PriA inh
Nn1c(-c2ccccn2)n[nH]c1=S | 83*
O=C(c1ccco1)N1CCN(C(c2ccc([N+](=O)[O-])cc2)c2sc3nc(-c4ccco4)nn3c2O)CC1 (configuration not stated) | 15
COc1cc(C(=O)N(CCCN(C)C)c2nc3c(OC)cccc3s2)cc(OC)c1OC | -8
O=C(NC[C@H]1CN(c2ccccc2)C(=O)O1)Nc1c(F)cccc1F | 5
COC(=O)c1cc(-c2ccccc2)sc1NC(=O)CSc1nnc2cc(C)c3ccccc3n12 | -5
O=C(Cc1csc(SCc2ccc(Cl)cc2)n1)NCc1ccccn1 | -4
CS(=O)(=O)c1nc2ccccc2n1Cc1ccc(Cl)cc1 | -17
Cc1ccc(-n2cc[nH]c(=S)c2=O)cc1 | 0
O=C(Nc1nc(CSCc2ccc(F)cc2)cs1)c1cc(=O)c2ccccc2o1 | -9
COc1ccc(-c2c3c(nc4sc(C(=O)c5ccc6c(c5)OCO6)c(N)c24)CC(C)(C)CC3=O)cc1 | -10
CCN1C(=O)C(C)(C)COc2cc(NS(=O)(=O)c3ccc(F)cc3C)ccc21 | 5
C=CCN(CC=C)S(=O)(=O)c1ccc(C(=O)Nc2nc3ccc(Br)cc3s2)cc1 | -4
c1ccc2c(c1)-c1ccccc1C2CN1CCCCC1 | -1
O=S(=O)(NCC[C@H](O)c1ccoc1)c1ccccc1Cl | -4
COc1ccccc1-c1cc(C(=O)NN=Cc2cnn(C)c2C)c2ccccc2n1 | 3
COc1cccc2c1ncc1c(-c3ccc(C)cc3)c(C(=O)NCCCc3ccco3)sc12 | 1
COc1cccc(C=NNC(=S)Nc2cccnc2)c1 | -8
COc1cc(C(=O)NCCc2c[nH]c3ccccc23)ncn1 | -16
CCOc1ccccc1NC(=O)c1c[nH]c(=O)n(Cc2ccccc2Cl)c1=O | -12
O=S(=O)(NN=Cc1cccc(F)c1)c1ccccc1 | -8
Cn1ccnc1S(=O)(=O)C1CCN(S(=O)(=O)/C=C/c2ccccc2)CC1 | -9
CCOC(=O)c1c(N/C=C(/C#N)c2nc(-c3cccc(OC)c3)cs2)sc(C(=O)OCCOC)c1C | 4
Cc1onc(-c2ccccc2Cl)c1C(=O)N1CCN(c2cc(C3CC3)nn2C)CC1 | -6
O=C(C1=COCCO1)N(CCn1cccn1)c1nc2c(Cl)cccc2s1 | -16
Cc1ccc2nc(SCc3nc4cccc(C)n4c3Br)[nH]c2c1 | 11
CC(CC(C)C)=NNc1ccc([N+](=O)[O-])cc1[N+](=O)[O-] | 30
COCCn1c(=NC(=O)c2ccccc2Br)sc2cc([N+](=O)[O-])ccc21 | 8
CC(=NNC(=O)CNC(=O)c1ccccc1F)c1ccc2c(c1)CCCC2 | 0
O=S(=O)(CCCOc1ccc2c(c1)OCO2)NCCc1c[nH]c2ccccc12 | 7
CC(Cn1nc(-c2ccco2)ccc1=O)C(=O)Nc1ccc(S(=O)(=O)Nc2nccs2)cc1 (configuration not stated) | 2

33 consecutive records out of the list so far:
SMILES | SSB-PriA inh
O=S(=O)(Nc1cnc(N2CCOCC2)nc1)c1ccc(C(F)(F)F)cc1 | -11
O=C(Cn1c([C@H]2CC(=O)N(CCc3ccccc3)C2)nc2ccccc21)N1CCCCC1 | -10
O=S(=O)(NCc1cnn2c1CCCC2)c1cccs1 | -3
COC(=O)c1ccccc1C(=O)N(CCCN(C)C)c1nc2c(OC)ccc(C)c2s1 | -7
CC(=O)c1ccc(OC(=O)c2ccco2)cc1 | -7
Nn1c(-c2ccccn2)n[nH]c1=S | 83*
O=C(c1ccco1)N1CCN(C(c2ccc([N+](=O)[O-])cc2)c2sc3nc(-c4ccco4)nn3c2O)CC1 (configuration not stated) | 15
COc1cc(C(=O)N(CCCN(C)C)c2nc3c(OC)cccc3s2)cc(OC)c1OC | -8
O=C(NC[C@H]1CN(c2ccccc2)C(=O)O1)Nc1c(F)cccc1F | 5
COC(=O)c1cc(-c2ccccc2)sc1NC(=O)CSc1nnc2cc(C)c3ccccc3n12 | -5
O=C(Cc1csc(SCc2ccc(Cl)cc2)n1)NCc1ccccn1 | -4
CS(=O)(=O)c1nc2ccccc2n1Cc1ccc(Cl)cc1 | -17
Cc1ccc(-n2cc[nH]c(=S)c2=O)cc1 | 0
O=C(Nc1nc(CSCc2ccc(F)cc2)cs1)c1cc(=O)c2ccccc2o1 | -9
COc1ccc(-c2c3c(nc4sc(C(=O)c5ccc6c(c5)OCO6)c(N)c24)CC(C)(C)CC3=O)cc1 | -10
CCN1C(=O)C(C)(C)COc2cc(NS(=O)(=O)c3ccc(F)cc3C)ccc21 | 5
C=CCN(CC=C)S(=O)(=O)c1ccc(C(=O)Nc2nc3ccc(Br)cc3s2)cc1 | -4
c1ccc2c(c1)-c1ccccc1C2CN1CCCCC1 | -1
O=S(=O)(NCC[C@H](O)c1ccoc1)c1ccccc1Cl | -4
COc1ccccc1-c1cc(C(=O)NN=Cc2cnn(C)c2C)c2ccccc2n1 | 3
COc1cccc2c1ncc1c(-c3ccc(C)cc3)c(C(=O)NCCCc3ccco3)sc12 | 1
COc1cccc(C=NNC(=S)Nc2cccnc2)c1 | -8
COc1cc(C(=O)NCCc2c[nH]c3ccccc23)ncn1 | -16
CCOc1ccccc1NC(=O)c1c[nH]c(=O)n(Cc2ccccc2Cl)c1=O | -12
O=S(=O)(NN=Cc1cccc(F)c1)c1ccccc1 | -8
Cn1ccnc1S(=O)(=O)C1CCN(S(=O)(=O)/C=C/c2ccccc2)CC1 | -9
CCOC(=O)c1c(N/C=C(/C#N)c2nc(-c3cccc(OC)c3)cs2)sc(C(=O)OCCOC)c1C | 4
Cc1onc(-c2ccccc2Cl)c1C(=O)N1CCN(c2cc(C3CC3)nn2C)CC1 | -6
O=C(C1=COCCO1)N(CCn1cccn1)c1nc2c(Cl)cccc2s1 | -16
Cc1ccc2nc(SCc3nc4cccc(C)n4c3Br)[nH]c2c1 | 11
CC(CC(C)C)=NNc1ccc([N+](=O)[O-])cc1[N+](=O)[O-] | 30
COCCn1c(=NC(=O)c2ccccc2Br)sc2cc([N+](=O)[O-])ccc21 | 8
CC(=NNC(=O)CNC(=O)c1ccccc1F)c1ccc2c(c1)CCCC2 | 0

Next part.
SMILES | SSB-PriA inh
CSCC(C)(O)CNS(=O)(=O)c1cc(Cl)ccc1C (configuration not stated) | -1
Cc1cccc(CS(=O)(=O)Nc2cc3c4c(c2)CC(=O)N4CCC3)c1 | -6
CC(C)(CCl)C(=O)N1CCC2(CC1)CC(=O)c1ccccc1O2 | 0
COc1ccc(Cl)cc1NC(=O)C(C)Cn1nc(C)nc1C (configuration not stated) | -29
COCCN(Cc1ccoc1)C(=O)c1ccc(C(=O)OC)cc1 | 3
Cc1cc(NC(=O)c2ccc(Cl)s2)n(-c2nc3ccccc3s2)n1 | -7&4
C=CCOc1ccccc1C=NNC(=O)Cc1ccc(C)cc1 | -6
COc1ccc(C(=O)CSc2nc(CC(=O)NCc3c(F)cccc3F)cs2)cc1 | 7
COC(=O)c1cccc(C)n1 | 4
COc1ccc2sc(NCCN3CCOCC3)nc2c1 | 20
O=c1ccc(-c2ccncc2)nn1CCCNS(=O)(=O)c1cccs1 | -4
O=C(COc1ccc(Oc2ccccc2)cc1)Nc1ccc(F)cc1 | -22&-5
CCOc1ccc(NC(=O)CSc2ncc(-c3cccc(Cl)c3)o2)cc1 | 2
O=C(Cc1cn(Cc2ccccc2)c2ccccc12)NCc1ccc2c(c1)OCO2 | -1
CCN1C(=O)Cc2cc(NC(=O)c3c(-c4ccccc4Cl)noc3C)ccc21 | 12
COc1cc([N+](=O)[O-])cc2cc(C(=O)Oc3cccc4cccnc34)c(=O)oc12 | 4
CS(=O)(=O)c1ccc(CCC(=O)O)cc1 | -6
COc1ccc(S(=O)(=O)N2CCOCC2)cc1C(=O)Nc1nc(C)cc(C)n1 | -21&5
CCOc1ccc(S(=O)(=O)N2CCN(c3ccc4nnc(C)n4n3)CC2)cc1 | -3
